# Screening data deposited in PubChem BioAssay by Sanford-Burnham Center for Chemical Genomics.
# ER stress death – protection against thapsigargin ER stress killing – CSM14.1 cells, ATP luminescence, primary screen | relative survival (cellular ATP), % at 15 µg/mL (by protocol) | CSM14.1 thapsigargin ER stress survival | 0.33% of 48,000 active;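 active means survival measured by cellular ATP above 50% at 15 µg/ml in the first screen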;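 further: cell death triggered by about 15 µM thapsigargin; ATP read 24 h after thapsigargin was added; plate controls were thapsigargin with DMSO for no effect and DMSO without thapsigargin for full effect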
# * hit, by the source's call.
SMILES,ER stress death
Cc1onc(-c2ccccc2Cl)c1C(=O)N1CCCc2ccccc21,10
Cc1c(C(=O)NCCc2ccccc2)cccc1[N+](=O)[O-],2
Cc1ccc([N+](=O)[O-])cc1NC(=O)C12CC3CC(CC(C3)C1)C2,-1
CCOc1cc(/C=N/n2cnnc2)ccc1OCCOc1ccc(C(C)CC)cc1 (stereo unspecified),-5
CSc1ccccc1NC(=O)c1c(F)cccc1F,2
CS(=O)(=O)N(Cc1ccc(C(=O)NCCSc2ccccc2)cc1)c1ccccc1,6
Cc1c(Cl)c([N+](=O)[O-])nn1CC(=O)N1CCCC1,12
O=C(Cn1nnc(-c2ccccc2)n1)Nc1ccccc1[N+](=O)[O-],5
Cc1ccc(S(=O)(=O)Oc2ccc(/C=C3\SC(N)=NC3=O)cc2Br)cc1,0
O=C(CSc1nc2ccccc2[nH]1)c1ccc2c(c1)Cc1ccccc1-2,-1
COc1ccc(Cl)cc1C(=O)Nc1ccccc1Br,0
O=C(NCCCN1CCOCC1)c1cc([N+](=O)[O-])cc([N+](=O)[O-])c1,5
NNC(=O)c1ccc(NS(=O)(=O)c2ccccc2)cc1,-2
CCCC1=C(C(=O)OCC)C(c2ccc(OC)c(OC)c2)NC(=O)N1 (stereo unspecified),12
COc1ccc(-n2c(=O)c3c4c(sc3n3c(=S)[nH]nc23)COC(C)(C)C4)cc1,4
CCCCCCCCCCCCNC1CC(=O)NC1=O (stereo unspecified),-4
CC(C)(C)C(=O)Nc1oc(-c2ccccc2)c(-c2ccccc2)c1C#N,3
CC1=C(C(=O)Nc2cc(Cl)ccc2C)C(c2ccc(Br)cc2)NC(=O)N1 (stereo unspecified),1
O=C(COC(=O)c1ccccc1NC(=O)c1ccccc1)c1ccc(Br)cc1,-2
CCOC(=O)c1c(C)n(CCc2ccc(OC)c(OC)c2)c2ccc(OC)cc12,14

# Arranged by molecular weight (smallest number first): part of the list above
SMILES,ER stress death
Cc1c(Cl)c([N+](=O)[O-])nn1CC(=O)N1CCCC1,12
CSc1ccccc1NC(=O)c1c(F)cccc1F,2
Cc1c(C(=O)NCCc2ccccc2)cccc1[N+](=O)[O-],2
NNC(=O)c1ccc(NS(=O)(=O)c2ccccc2)cc1,-2
Cc1ccc([N+](=O)[O-])cc1NC(=O)C12CC3CC(CC(C3)C1)C2,-1
O=C(Cn1nnc(-c2ccccc2)n1)Nc1ccccc1[N+](=O)[O-],5
O=C(NCCCN1CCOCC1)c1cc([N+](=O)[O-])cc([N+](=O)[O-])c1,5
COc1ccc(Cl)cc1C(=O)Nc1ccccc1Br,0
CC(C)(C)C(=O)Nc1oc(-c2ccccc2)c(-c2ccccc2)c1C#N,3
CCCC1=C(C(=O)OCC)C(c2ccc(OC)c(OC)c2)NC(=O)N1 (stereo unspecified),12
Cc1onc(-c2ccccc2Cl)c1C(=O)N1CCCc2ccccc21,10
O=C(CSc1nc2ccccc2[nH]1)c1ccc2c(c1)Cc1ccccc1-2,-1
CCOC(=O)c1c(C)n(CCc2ccc(OC)c(OC)c2)c2ccc(OC)cc12,14
CCOc1cc(/C=N/n2cnnc2)ccc1OCCOc1ccc(C(C)CC)cc1 (stereo unspecified),-5
O=C(COC(=O)c1ccccc1NC(=O)c1ccccc1)c1ccc(Br)cc1,-2
CS(=O)(=O)N(Cc1ccc(C(=O)NCCSc2ccccc2)cc1)c1ccccc1,6
Cc1ccc(S(=O)(=O)Oc2ccc(/C=C3\SC(N)=NC3=O)cc2Br)cc1,0

# (list continues)
SMILES,ER stress death
Cc1cccc(C(=O)O/N=C(\N)c2ccc(Cl)cc2)c1,-3
CNC(=O)C(=O)Nc1ccc(Oc2ccccc2)cc1,11
COc1ccc(/C=C(\NC(=O)c2ccccc2Br)C(=O)O)cc1,6
COCCN1C(=O)C(=O)/C(=C(/O)c2ccccc2)C1c1ccccc1OC (stereo unspecified),8
Cc1cccc(N2C(=O)CC(n3c(C)nc4ccccc43)C2=O)c1 (stereo unspecified),0
CCN(CC)c1ccc(/C=C2/C(=O)NN(c3ccccc3)C2=O)cc1,1
CCCSc1nnc2c(n1)[nH]c1c(C)cccc12,-4
COc1ccc(S(=O)(=O)NCCc2ccccc2)cc1,3
CCn1cc(C(=O)O)c(=O)c2cc([N+](=O)[O-])ccc21,0
C/C(=N/NC(=O)c1sc2cc(F)ccc2c1Cl)c1cccs1,5
CCn1c2ccccc2c2cc(NC(=O)Cc3cccs3)ccc21,-2
O=C1NC(=O)/C(=C\c2cc(Br)ccc2OCc2ccc(F)cc2)S1,6
S=c1oc(-c2ccccc2Cl)nn1CNc1ccccc1Cl,-4
Cc1ccc(C(C)(C)C)c(OCC(=O)Nc2ccc(C(=O)O)cc2)c1,14
O=C(O)c1cc(NC(=O)c2ccc3c(c2)C(=O)N(C2CCCCC2)C3=O)cc(C(=O)O)c1,2
Cc1cc(Cl)ccc1OCC(=O)N1CCN(c2ccccc2)CC1,3
CC1CN(S(=O)(=O)c2ccccc2[N+](=O)[O-])CC(C)O1 (stereo unspecified),6
COC(=O)c1ccccc1NC(=O)c1cc(=O)[nH]c2ccccc12,9
CCOC(=O)C1=C(C)N=c2s/c(=C\c3cc(OC)c(O)c(OC)c3)c(=O)n2C1c1ccccc1 (stereo unspecified),18
O=C(Nc1ccccc1C(=O)NC(Cc1c[nH]c2ccccc12)C(=O)O)c1ccco1 (stereo unspecified),-3
CCCC(C)NS(=O)(=O)c1ccc(NC(C)=O)cc1 (stereo unspecified),15
Cc1ccc(S(=O)(=O)Nc2c(C)cc(O)c(S(=O)(=O)c3ccc(C)cc3)c2C)cc1,5
CCCOc1ccc(C(=O)Nc2ccc(-c3nc4ccccc4o3)c(O)c2)cc1,8
CC(C)CNC(=O)CN(c1cccc(C(F)(F)F)c1)S(C)(=O)=O,22
Cc1ccc(C(=O)Nc2ccc(-c3nc4ncccc4o3)cc2)cc1C,-2
O=C(Nc1cccc(-c2nc3ccccc3s2)c1)c1ccc(-c2ccc([N+](=O)[O-])cc2)o1,-5
O=C(Nc1ccccc1)C1CC(=O)N(c2ccc(Br)cc2)C1 (stereo unspecified),10
COCCOC(=O)c1ccc(NC(=O)COc2ccccc2C)cc1,4
O=[N+]([O-])c1cccc(-c2nnc(-c3cccc(S(=O)(=O)N4CCOCC4)c3)o2)c1,2
Cc1ccc(C(=O)Nc2ccc(NC(=O)c3ccccc3)cc2)cc1S(=O)(=O)N1CCCCC1,7
CC1CC(Nc2ccccc2)c2ccccc2N1C(=O)Cc1cccc2ccccc12 (stereo unspecified),5
COc1ccccc1NC(=O)CN(c1ccc(C)cc1)S(=O)(=O)c1ccc(SC)cc1,0
CCC(CC)NCc1ccc2c(c1)c1ccccc1n2CC,-21
C/C(=N\NC(=O)c1n[nH]c2c1CCC2)c1ccc(N)cc1,0
CCOC(=O)c1c(NC(=O)COc2cccc(C)c2C)sc2c1CCC2,7
O=C1c2ccccc2-c2onc3ccc(Cl)c1c23,-13
Cc1ccc(-c2nnc(-c3ccc4c(c3)OCO4)o2)cc1,4
COC(=O)c1cc(NC(=O)c2ccc(OC)cc2)cc(C(=O)OC)c1,6
O=C(NC(=S)Nc1ccc(F)cc1)c1ccc(Cl)cc1,0
CN(C)c1cccc(C(=O)Nc2cccc(Br)c2)c1,-5
Cc1cc(C)n(-c2cc(Nc3cccc(F)c3)ncn2)n1,-1
O=C(Nc1cccnc1)c1ccc(-c2cccc(Cl)c2)o1,-4
O=C(O)C1CCCCC1C(=O)Nc1nc(-c2ccc(Cl)cc2Cl)cs1 (stereo unspecified),9
Cc1ccc(CNC(=O)C(=O)NCc2ccc3c(c2)OCO3)cc1,6
O=C1CC(c2ccc(Cl)cc2)CC2=C1C(c1ccccc1C(F)(F)F)Nc1ccccc1N2 (stereo unspecified),2
Cc1cccc(NC(=O)C2C(c3ccccc3)C2(Cl)Cl)c1C (stereo unspecified),2
Cc1cccc(C(=O)NNC(=O)c2ccco2)c1O,1
COc1ccc(-n2c(SCC(=O)N3CCCCC3)nc(O)c(Cc3ccccc3)c2=O)cc1,2
CCOC(=O)c1c(OS(=O)(=O)c2ccc(C)cc2)c(C=O)n(C)c1C,-3
COc1ccc2nc(NC(=O)COc3ccccc3Cl)sc2c1,0

# (further entries)
SMILES,ER stress death
COC(=O)c1ccccc1NC(=O)c1ccc[n+]([O-])c1,-1
CCc1cc(C(=O)N/N=C/c2ccc(OC)c(O)c2)c2ccccc2n1,3
O=C(/C=C/NNC(=O)c1ccccc1)c1ccc(Br)cc1,4
Cc1ccc(OCC(=O)Nc2cc(C)cc(C)c2)cc1,-2
CCCOC(=O)c1c(NC(=O)c2ccccc2OC)sc2c1CCC(C)C2 (stereo unspecified),12
COc1ccccc1C(=O)Nc1nc(-c2ccc(Br)cc2)cs1,3
COc1ccc(C2/C(=C(\O)c3ccc(Cl)cc3)C(=O)C(=O)N2c2cccnc2)cc1 (stereo unspecified),6
Cc1ccc2c(c1NC(=O)c1ccc(-c3ccccc3)cc1)C(=O)c1ccccc1C2=O,2
Cc1ccc(-c2nc(N/N=C/c3ccncc3)c3ccccc3n2)cc1,-19
CCc1c(C)sc(NC(=O)c2c(-c3ccccc3Cl)noc2C)c1C(N)=O,0
O=c1cc(-c2ccccc2)c2ccc(OCc3ccccc3F)cc2o1,1
CCOc1ccccc1N1CCN(C(=O)c2ccncc2)CC1,6
COC(=O)c1cc(OC)cc([N+](=O)[O-])c1,6
CCOC(=O)CSCc1nc2c(c(=O)[nH]1)C1(CCCC1)Cc1ccccc1-2,1
O=C(c1ccc(F)cc1)N1CCN(c2ccc(Cl)cc2)CC1,-2
O=C1NN(c2ccc(Cl)c(Cl)c2)C(=O)/C1=C/c1ccc(O)cc1O,-8
O=C(NCc1cccnc1)c1ccc(-c2ccccc2)cc1,4
COc1ccccc1C(=O)N=Nc1c(O)n(C)c2ccccc12,1
O=C(/C=C/c1ccc([N+](=O)[O-])o1)c1ccc(I)cc1,-1
CCOc1ccc(N2C(=O)CSC23C(=O)Nc2ccccc23)cc1 (stereo unspecified),9
CCOc1ccc(/C=C(/NC(=O)c2ccc(C)cc2)C(=O)NCCO)cc1,5
COc1cccc(-n2c(O)c(C(c3ccccn3)c3c(O)n(-c4cccc(OC)c4)c(=O)[nH]c3=O)c(=O)[nH]c2=O)c1,1
CCCn1c2ccccc2c2nnc(SC(CC)C(=O)Nc3ccc(Cl)cn3)nc21 (stereo unspecified),-3
C(=N\Nc1nn[nH]n1)/c1ccc2c(c1)OCO2,12
COc1ccc(C2NC(=S)NC(C)=C2C(=O)Nc2ccccc2)c(OC)c1 (stereo unspecified),11
CC(C)n1nc(CC(=O)O)c2ccccc2c1=O,6
O=C1C(=O)N(CCO)C(c2cccc(F)c2)/C1=C(\O)c1ccccc1 (stereo unspecified),15
CCOC(=O)c1cc2ccc(O)cc2oc1=O,2
CCOC(=O)N1N=C(c2cccc([N+](=O)[O-])c2)CC1(O)C(F)(F)F (stereo unspecified),-5
N#Cc1c(/N=C\c2ccc(N3CCOCC3)c([N+](=O)[O-])c2)sc2c1CCCC2,4
Cc1c(N(C(=O)c2cccc(Cl)c2)C(C)C)c(=O)n(-c2ccccc2)n1C,20
CCOC(=O)CC(=O)Nc1ccccc1C(=O)OCC,3
O=C1C(=O)N(c2nc3ccccc3s2)C(c2cccc([N+](=O)[O-])c2)/C1=C(/O)c1ccccc1 (stereo unspecified),-4
O=C(Nc1ccccn1)c1ccc(S(=O)(=O)c2ccccc2)cc1,6
O=C1/C(=C/c2ccccc2)SC(=S)N1c1ccccc1Br,5
Cc1ccc2c(c1)NC(c1ccc(F)cc1)C1=C(CC(C)(C)CC1=O)N2 (stereo unspecified),-6
O=S(=O)(Nc1cccc(I)c1)c1ccccc1,-2
O=C(NNC(=O)c1ccco1)C(=O)N1CCCC1,9
CC(C)CC(=O)NC(NC(=S)Nc1cccc(Cl)c1)C(Cl)(Cl)Cl (stereo unspecified),-3
Cc1sc2nc(SCC(=O)N3CCOCC3)[nH]c(=O)c2c1C,6
CCCOc1ccc(/C=N/N(C)c2cc(C)nc(-c3ccccc3O)n2)c(O)c1,6
CCc1ccc(OCC(=O)Nc2cc(Cl)cc(Cl)c2)cc1,1
COc1ccc(C2=C/C(=C/c3ccc(OC)cc3OC)C(=O)O2)cc1,14
CN(C)c1ccc(C2/C(=C(\O)c3ccc([N+](=O)[O-])cc3)C(=O)C(=O)N2CCCCCC(=O)O)cc1 (stereo unspecified),-4
CON(C)c1nc(OCCNC(=O)COc2ccc(Cl)cc2Cl)nc(N(C)C)n1,3
Cc1occc1C(=O)Nc1ccccc1Cl,7
COc1cccc2cc(-c3nc(-c4ccccc4)cs3)c(=O)oc12,7
COc1ccc(/C=C/C(C)=C/C=C/C(C)=O)cc1,-19
O=C(O)c1cccc2c1NC(c1ccccc1Br)C1CC=CC21 (stereo unspecified),3
Cc1ccc(C(=O)Nc2cccc(-c3nc4ccccc4s3)c2C)cc1C,2

# Continuation.
SMILES,ER stress death
O=S(=O)(O)c1nc2ccccc2n1-c1ccccc1,3
COc1ccc(NC(=O)Nc2ccccc2I)cc1OC,-1
CCOP(=O)(OCC)C(NC(=O)c1ccco1)C(=O)c1ccc(C)cc1 (stereo unspecified),-1
CCN=C(NCC)SC1CC(=O)N(C)C1=O (stereo unspecified),-2
CCOC(=O)CCCN1C(=O)S/C(=C/c2ccccc2)C1=S,2
CCOc1ccc(N(CC(=O)N2CCOCC2)S(=O)(=O)c2ccccc2)cc1,14
O=C(N/N=C/c1ccccc1Cl)c1ccc(Cl)cc1O,-8
Cc1cccc(N2C(=O)c3ccc(-c4nc5ccccc5c(=O)o4)cc3C2=O)c1,7
COc1ccc(-c2cc(=O)oc3cc(O)ccc23)cc1,5
COc1ccc(NC2=C(Cl)C(=O)N(c3ccc(Br)cc3)C2=O)c(OC)c1,1
O=C(Nc1c(F)cc(F)cc1Br)c1nc2nc(-c3ccccc3)cc(C(F)(F)F)n2n1,26
O=C1NN(c2ccccc2)C(=O)/C1=C/c1cccc(OCc2ccccc2F)c1,3
O=c1n(Cc2ccccc2Cl)c2cc(N3CCOCC3)c([N+](=O)[O-])cc2n1Cc1ccccc1Cl,8
Cc1ccc(S(=O)(=O)N(CCC#N)C2CCCCC2)c2nsnc12,10
CCOC(=O)c1sc(Nc2ccc(Br)cc2)nc1-c1ccccc1,-9

# An excerpt. The share of hits here may be higher or lower than overall.
